Bim-Bcl-2: inhibitors of Bim-Bcl-2 interaction, human. hit rate 0.06% among 190,000. P10415. inhibition, % at 10 µM. Bead-based flow cytometry, Bim peptide-Bcl-2 binding; in the data active means inhibition above about 40%; inconclusive means no clear call, values can overlap the other calls;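 further: 0% = no compound wells with probe peptide and 100% = reference peptide inhibitor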
Target sequence (P10415 whole entry, looked up): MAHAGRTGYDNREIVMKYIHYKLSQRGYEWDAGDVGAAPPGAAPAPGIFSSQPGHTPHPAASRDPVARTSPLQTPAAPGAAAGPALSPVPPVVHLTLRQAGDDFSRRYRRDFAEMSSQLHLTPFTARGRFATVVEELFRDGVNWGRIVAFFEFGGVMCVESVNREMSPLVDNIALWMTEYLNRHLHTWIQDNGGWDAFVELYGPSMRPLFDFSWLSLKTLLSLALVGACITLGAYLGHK
RGS7-Gao: human RGS7-Galphao interaction regulation; P09471; Multiplexed bead flow cytometry, RGS7-Galphao binding; actives lie on both sides; binding response (% of control), % at 10 µM; hit rate 0.35% among 220,000; AID 1439; in the data active means binding response below about 49% or above about 150%; inconclusive means no clear call, values can overlap the other calls; inactive means in between;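 further: fluorescent Galphao held in activated GDP-AlF4 state binding bead-coupled RGS7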
ABCG2 inh: inhibitors of human ABCG2 transporter, ABCB1 counter-screen | Q9UNQ0 | IgMXP3 cells, JC-1 efflux, flow cytometry | inhibition, % at 6.6 µM | hit rate 0.1% among 190,000;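 active means inhibition above 80%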;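 further: 0% = DMSO and 100% = nicardipine control wells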
Target sequence (Q9UNQ0 whole entry, looked up): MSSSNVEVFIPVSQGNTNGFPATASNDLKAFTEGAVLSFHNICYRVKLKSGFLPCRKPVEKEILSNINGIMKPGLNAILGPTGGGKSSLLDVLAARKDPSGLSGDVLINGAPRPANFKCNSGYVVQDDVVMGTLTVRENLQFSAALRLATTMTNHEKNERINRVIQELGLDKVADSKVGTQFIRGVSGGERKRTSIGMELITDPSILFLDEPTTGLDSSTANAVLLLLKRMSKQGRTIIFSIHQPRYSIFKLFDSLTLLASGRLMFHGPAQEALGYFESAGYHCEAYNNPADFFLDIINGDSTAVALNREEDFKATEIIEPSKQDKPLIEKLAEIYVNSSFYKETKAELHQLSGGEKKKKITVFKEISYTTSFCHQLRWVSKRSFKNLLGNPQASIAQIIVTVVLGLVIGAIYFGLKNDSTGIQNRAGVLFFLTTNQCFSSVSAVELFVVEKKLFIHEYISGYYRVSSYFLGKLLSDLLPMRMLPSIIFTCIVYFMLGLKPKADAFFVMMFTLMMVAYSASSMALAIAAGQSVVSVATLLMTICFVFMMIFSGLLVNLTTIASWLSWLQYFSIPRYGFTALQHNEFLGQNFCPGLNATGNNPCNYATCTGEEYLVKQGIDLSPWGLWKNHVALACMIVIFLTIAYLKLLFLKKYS
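Assay system – ABCG2 IgMXP3 and barcoded ABCB1 CCRF-Adr cell mix · Input – 3 million cells/mL in well · Reagent – JC-1 fluorescent substrate · Compound – single test compound dose, 6.6 µM final · Timing – 10 min exposure at 25 °C with rotation, no wash · Detection – flow cytometry of retained JC-1 fluorescence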
GSH bead fluor: GSH bead compound fluorescence profile; GSH beads flow cytometry, compound fluorescence 488/530 nm; hits give high values; fluorescence (KMESF) at 10 µM; hit rate 0.25% among 190,000; in the data active means fluorescence above about 89;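 further: glutathione beads carrying GST-tagged Bcl family fusion proteins plus one bare bead set; values are compound well signal with DMSO vehicle wells as background; inactives centre near 16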
Bfl-1 Bim block: human Bim-Bfl-1 interaction inhibition; Bead-based flow cytometry, Bim-Bfl-1 binding inhibition; AID 1008; inhibition, % at 10 µM; hit rate 0.12% among 190,000; Q16548;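 further: 0% = wells without compound plus tracer and 100% = blocker peptide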
Bim-Bcl-XL: human Bim-Bcl-XL interaction inhibition. inhibition, % at 10 µM. AID 1007. hit rate 0.04% among 190,000. Q07817. Bim peptide-Bcl-XL binding, bead flow cytometry, fluorescence
RGS4-Gao reg: modulates binding of RGS4 to human Galphao; Multiplexed bead flow cytometry; actives lie on both sides; hit rate 0.33% among 220,000; P09471; binding response (% of control), % at 10 µM; in the data active means binding response below about 49% or above about 150%; inactive means in between;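 further: fluorescent Galphao activated with aluminum fluoride binding bead-coupled RGS4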
Bim-Bcl-W: human Bim-Bcl-W interaction inhibition. Q92843. bead-based flow cytometry, Bim peptide-Bcl-W binding. inhibition, % at 10 µM. hit rate 0.02% among 190,000. AID 952;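 further: 0% = bound tracer without compound and 100% = peptide blocker; higher means less fluorescent Bim peptide bound to Bcl-W beads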
Avidin bead fluor: avidin bead compound fluorescence profile | AID 1775 | hit rate 0.38% among 220,000 | fluorescence (KMESF) at 10 µM | Avidin beads, compound fluorescence 488/530 nm, flow cytometry; hits give high values; in the data active means fluorescence above about 47; further: inactives centre near 10
ABCB1 block: blocks JC-1 efflux by human ABCB1 transporter. P08183. AID 1326. hit rate 0.067% among 190,000. CCRF-Adr cells, flow cytometry. inhibition, % at 6.6 µM; in the data active means inhibition above about 40%;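 further: 0% = vehicle and 100% = reference inhibitor; higher value means more JC-1 retained so stronger ABCB1 efflux block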
Bim-Bcl-B: disrupts Bim peptide binding to human Bcl-B; bead-based flow cytometry; Q9HD36; hit rate 0.073% among 190,000; inhibition, % at 10 µM;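 further: 0% = tracer peptide without compound and 100% = reference inhibitor peptide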
Numbers without * were called inactive. Unless noted, no stated cut-off is given here; in the data, active means inhibition above about 40%.

What do the screens show for `Cn1c(CO)cnc1SCc1c(Cl)cccc1Cl`?
Bim-Bcl-2: 0; RGS7-Gao: 96; ABCG2 inh: 4; GSH bead fluor: 25; Bfl-1 Bim block: 1; Bim-Bcl-XL: -2; RGS4-Gao reg: 101; Bim-Bcl-W: 0; Avidin bead fluor: 7; ABCB1 block: 1.1; Bim-Bcl-B: 0

How did Cc1ccc(C(=O)NCc2ccc(N3CCN(C(=O)OC(C)(C)C)CC3)cc2)cc1 do in these assays?
Bim-Bcl-2: 0; RGS7-Gao: 98; ABCG2 inh: 7; GSH bead fluor: 16; Bfl-1 Bim block: 1; Bim-Bcl-XL: -1; RGS4-Gao reg: 99; Bim-Bcl-W: 0; Avidin bead fluor: 31; ABCB1 block: 1.4; Bim-Bcl-B: -3

What do the screens show for `CCC(=O)Nc1ccc2c(c1)ncn2-c1ccc(C)cc1`?
Bim-Bcl-2: 0; RGS7-Gao: 94; ABCG2 inh: 9; GSH bead fluor: 17; Bfl-1 Bim block: 7; Bim-Bcl-XL: 0; RGS4-Gao reg: 100; Bim-Bcl-W: 0; Avidin bead fluor: 7; ABCB1 block: 0.6; Bim-Bcl-B: 0

What do the screens show for `N#CC1=C(N)OC2=C(C(=O)CC(c3ccco3)C2)C1c1ccc(OCc2c(F)cccc2Cl)cc1` (stereo unspecified)?
Bim-Bcl-2: 0; RGS7-Gao: 101; ABCG2 inh: 0; GSH bead fluor: 21; Bfl-1 Bim block: -1; Bim-Bcl-XL: 0; RGS4-Gao reg: 103; Bim-Bcl-W: -1; Avidin bead fluor: 17; ABCB1 block: 1.0; Bim-Bcl-B: 1

What do the screens show for `c1ccn2c(Cc3nnc4ccccn34)nnc2c1`?
Bim-Bcl-2: 1; RGS7-Gao: 99; ABCG2 inh: 1; GSH bead fluor: 7; Bfl-1 Bim block: 0; Bim-Bcl-XL: 0; RGS4-Gao reg: 95; Bim-Bcl-W: 0; Avidin bead fluor: 19; ABCB1 block: 0.3; Bim-Bcl-B: 0

What do the screens show for `CCCCNC(=S)Nc1ccc(-c2nc3ccc(C)cc3s2)cc1`?
Bim-Bcl-2: 0; RGS7-Gao: 94; ABCG2 inh: -1; GSH bead fluor: 12; Bfl-1 Bim block: -2; Bim-Bcl-XL: -2; RGS4-Gao reg: 97; Bim-Bcl-W: -2; Avidin bead fluor: 7; ABCB1 block: -0.4; Bim-Bcl-B: 0

How did COC(=O)c1sc2ccccc2c1NC(=O)c1ccc(S(=O)(=O)N2CCCCC2)cc1 do in these assays?
Bim-Bcl-2: -8; RGS7-Gao: 99; ABCG2 inh: 0; GSH bead fluor: 11; Bfl-1 Bim block: -9; Bim-Bcl-XL: -9; RGS4-Gao reg: 100; Bim-Bcl-W: -7; Avidin bead fluor: 10; ABCB1 block: 0.2; Bim-Bcl-B: -9

Results for O=C(Oc1ccc(N(C(=O)c2ccncc2)S(=O)(=O)c2ccc(Cl)cc2)cc1)c1ccncc1 ?
Bim-Bcl-2: 2; RGS7-Gao: 100; ABCG2 inh: 7; GSH bead fluor: 15; Bfl-1 Bim block: -5; Bim-Bcl-XL: -4; RGS4-Gao reg: 106; Bim-Bcl-W: -2; Avidin bead fluor: 1; ABCB1 block: 3.4; Bim-Bcl-B: -6

What do the screens show for `Cc1ccc(-c2csc(NC(=O)CSc3ncn(-c4ccccc4)n3)n2)cc1`?
Bim-Bcl-2: -6; RGS7-Gao: 98; ABCG2 inh: 1; GSH bead fluor: 27; Bfl-1 Bim block: -11; Bim-Bcl-XL: -21; RGS4-Gao reg: 98; Bim-Bcl-W: 0; Avidin bead fluor: 11; ABCB1 block: 0.0; Bim-Bcl-B: -10

What do the screens show for `COC(=O)c1cc(CSc2nnc(NC3CCCCC3)s2)oc1C`?
Bim-Bcl-2: -7; RGS7-Gao: 110; ABCG2 inh: 1; GSH bead fluor: 37; Bfl-1 Bim block: -8; Bim-Bcl-XL: -9; RGS4-Gao reg: 115; Bim-Bcl-W: -5; Avidin bead fluor: 3; ABCB1 block: -0.7; Bim-Bcl-B: -5

What do the screens show for `COc1cc(CNC(C)(C)C)ccc1OCC(=O)NC(C)(C)C`?
Bim-Bcl-2: -2; RGS7-Gao: inconclusive; ABCG2 inh: 1; GSH bead fluor: 12; Bfl-1 Bim block: -4; Bim-Bcl-XL: -2; RGS4-Gao reg: 99; Bim-Bcl-W: 0; Avidin bead fluor: 8; ABCB1 block: 0.2; Bim-Bcl-B: -2

How did O=C(CN1CCN(c2ccccn2)CC1)N1c2ccccc2CCc2ccccc21 do in these assays?
Bim-Bcl-2: 1; RGS7-Gao: 91; ABCG2 inh: 1; GSH bead fluor: 15; Bfl-1 Bim block: -1; Bim-Bcl-XL: 0; RGS4-Gao reg: 92; Bim-Bcl-W: -3; Avidin bead fluor: 23; ABCB1 block: 0.7; Bim-Bcl-B: 0

What do the screens show for `Cc1ccc(C(=O)CSc2nnc(C(C)C)n2C)cc1C`?
Bim-Bcl-2: -7; RGS7-Gao: 101; ABCG2 inh: 13; GSH bead fluor: 12; Bfl-1 Bim block: -5; Bim-Bcl-XL: -1; RGS4-Gao reg: 101; Bim-Bcl-W: -2; ABCB1 block: 0.5; Bim-Bcl-B: -3

What do the screens show for `COc1ccc(C[C@H]2CN3C(=NC[C@@H]3C(C)C)N2CCNC(=O)CCC2CCCCC2)cc1`?
Bim-Bcl-2: -6; RGS7-Gao: 10.0*; ABCG2 inh: 1; GSH bead fluor: 21; Bfl-1 Bim block: -4; Bim-Bcl-XL: 1; RGS4-Gao reg: 27*; Bim-Bcl-W: 0; Avidin bead fluor: -1; ABCB1 block: 0.6; Bim-Bcl-B: -4

What do the screens show for `COC(=O)c1ccc(OC(=O)c2cccs2)cc1`?
Bim-Bcl-2: -1; RGS7-Gao: 92; ABCG2 inh: 2; GSH bead fluor: 13; Bfl-1 Bim block: -5; Bim-Bcl-XL: 0; RGS4-Gao reg: 94; Bim-Bcl-W: -2; Avidin bead fluor: 12; ABCB1 block: 0.3; Bim-Bcl-B: -2

Results for CN(CC(=O)Nc1ccc(F)c(F)c1F)C1CCCCC1 ?
Bim-Bcl-2: -8; RGS7-Gao: 103; ABCG2 inh: 3; GSH bead fluor: 35; Bfl-1 Bim block: -10; Bim-Bcl-XL: -11; RGS4-Gao reg: 106; Bim-Bcl-W: 0; Avidin bead fluor: 7; ABCB1 block: 0.9; Bim-Bcl-B: -7

What do the screens show for `O=C(Oc1cccc(N2C(=O)C3C4c5ccccc5C(c5ccccc54)C3C2=O)c1)c1ccco1` (stereo unspecified)?
Bim-Bcl-2: -6; RGS7-Gao: 100; ABCG2 inh: 1; GSH bead fluor: 18; Bfl-1 Bim block: -13; Bim-Bcl-XL: -9; RGS4-Gao reg: 97; Bim-Bcl-W: -6; Avidin bead fluor: 13; ABCB1 block: 1.0; Bim-Bcl-B: -14

How did Cc1ccc(CC2CC(=O)N(c3ccc4c(c3)OCCO4)C2=O)cc1 (stereo unspecified) do in these assays?
Bim-Bcl-2: -5; RGS7-Gao: 99; ABCG2 inh: 1; GSH bead fluor: 32; Bfl-1 Bim block: -10; Bim-Bcl-XL: -1; RGS4-Gao reg: 106; Bim-Bcl-W: 0; Avidin bead fluor: 9; ABCB1 block: 1.2; Bim-Bcl-B: -8

How did O=c1[nH]c(Cc2ccccc2)nc2scc(-c3ccccc3)c12 do in these assays?
Bim-Bcl-2: -9; RGS7-Gao: 99; ABCG2 inh: 2; GSH bead fluor: 14; Bfl-1 Bim block: -10; Bim-Bcl-XL: -2; RGS4-Gao reg: 99; Bim-Bcl-W: 0; Avidin bead fluor: 10; ABCB1 block: 0.4; Bim-Bcl-B: -8

What do the screens show for `N#Cc1nnn(Cc2ccccc2)c1N`?
Bim-Bcl-2: -5; RGS7-Gao: 105; ABCG2 inh: 12; GSH bead fluor: 12; Bfl-1 Bim block: -4; Bim-Bcl-XL: -2; RGS4-Gao reg: 104; Bim-Bcl-W: -3; Avidin bead fluor: 6; ABCB1 block: 0.7; Bim-Bcl-B: -3

What do the screens show for `Cc1ccc(Cn2c(CN3CC(C)OC(C)C3)nc3c2c(=O)n(C)c(=O)n3C)cc1` (stereo unspecified)?
Bim-Bcl-2: -7; RGS7-Gao: 98; ABCG2 inh: 0; GSH bead fluor: 15; Bfl-1 Bim block: -10; Bim-Bcl-XL: -1; RGS4-Gao reg: 99; Bim-Bcl-W: -3; Avidin bead fluor: 8; ABCB1 block: 0.6; Bim-Bcl-B: -5

How did CC(C)(C)NC(=O)C1Cc2ccccc2CN1C(=O)Nc1cccc(Cl)c1 (stereo unspecified) do in these assays?
Bim-Bcl-2: -1; RGS7-Gao: 103; ABCG2 inh: 4; GSH bead fluor: 17; Bfl-1 Bim block: 2; Bim-Bcl-XL: 2; RGS4-Gao reg: 100; Bim-Bcl-W: 2; Avidin bead fluor: 5; ABCB1 block: 0.7; Bim-Bcl-B: 0

What do the screens show for `Fc1cccc(C2NC(=S)NC3=C2N2CCC3CC2)c1` (stereo unspecified)?
Bim-Bcl-2: -1; RGS7-Gao: 103; ABCG2 inh: 2; GSH bead fluor: 16; Bfl-1 Bim block: 2; Bim-Bcl-XL: 0; RGS4-Gao reg: 102; Bim-Bcl-W: 0; Avidin bead fluor: 11; ABCB1 block: 0.5; Bim-Bcl-B: -9

How did Cc1cc(C)nc(NS(=O)(=O)c2ccc(Br)cc2)n1 do in these assays?
Bim-Bcl-2: -9; RGS7-Gao: 103; ABCG2 inh: 1; GSH bead fluor: 28; Bfl-1 Bim block: -13; Bim-Bcl-XL: -5; RGS4-Gao reg: 103; Bim-Bcl-W: -2; Avidin bead fluor: 13; ABCB1 block: 0.3; Bim-Bcl-B: -7

How did COc1ccc(NC(=O)Cn2nnc(C(=O)NCc3ccccc3)c2N)c(OC)c1 do in these assays?
Bim-Bcl-2: 0; RGS7-Gao: 95; ABCG2 inh: 3; GSH bead fluor: 11; Bfl-1 Bim block: -2; Bim-Bcl-XL: -1; RGS4-Gao reg: 100; Bim-Bcl-W: -1; ABCB1 block: 0.0; Bim-Bcl-B: -4

What do the screens show for `COc1cc(/C=C(\CC(=O)O)c2nc3ccccc3s2)cc(OC)c1O`?
Bim-Bcl-2: 1; RGS7-Gao: 104; ABCG2 inh: 1; GSH bead fluor: 10; Bfl-1 Bim block: 5; Bim-Bcl-XL: -3; RGS4-Gao reg: 96; Bim-Bcl-W: 0; Avidin bead fluor: 11; ABCB1 block: -0.1; Bim-Bcl-B: -8

What do the screens show for `COc1ccc(NC(=O)Cn2nnc3ccccc32)c([N+](=O)[O-])c1`?
Bim-Bcl-2: -3; RGS7-Gao: inconclusive; ABCG2 inh: 0; GSH bead fluor: 12; Bfl-1 Bim block: -4; Bim-Bcl-XL: -2; RGS4-Gao reg: 99; Bim-Bcl-W: -2; Avidin bead fluor: 8; ABCB1 block: -0.3; Bim-Bcl-B: -1

Bioassay records deposited in PubChem BioAssay by NMMLSC.
